High-throughput results (PubChem)
Rab2 wt GTP: changes GTP binding to wildtype dog Rab2A, up or down; GTP binding activity, % at 10 µM; AID 760; GST-Rab2 wt beads, Bodipy-GTP binding, flow cytometry; actives 0.19% (n = 190,000); P61105;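 active = GTP binding activity at least 20 points away from 100%, either lowered or raised; inconclusive = signal likely due to the compound's own green fluorescence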;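 note: 0% = beads with excess unlabeled GTP and 100% = no-compound control corrected for plate trend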
RGS8-Gao reg: modulates binding of RGS8 to human Galphao. P09471. multiplexed bead flow cytometry; actives lie on both sides. response (percent of control binding), % at 10 µM. actives 0.34% (n = 220,000); in the data active = response below about 60% or above about 140%; inactive = in between;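 note: Galphao activated as the GDP aluminium fluoride complex binding bead-coupled RGS8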
Target sequence (P09471 whole entry, looked up): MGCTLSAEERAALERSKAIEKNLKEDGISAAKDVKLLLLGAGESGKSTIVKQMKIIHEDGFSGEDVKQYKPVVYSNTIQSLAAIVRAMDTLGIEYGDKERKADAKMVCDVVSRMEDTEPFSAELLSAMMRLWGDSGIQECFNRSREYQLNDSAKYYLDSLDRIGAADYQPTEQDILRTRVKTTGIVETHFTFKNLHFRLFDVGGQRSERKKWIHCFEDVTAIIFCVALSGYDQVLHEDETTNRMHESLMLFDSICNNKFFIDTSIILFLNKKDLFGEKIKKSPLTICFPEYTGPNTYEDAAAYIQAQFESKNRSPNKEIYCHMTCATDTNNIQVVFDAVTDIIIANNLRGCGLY
Mcl1-Bid inh: disrupts binding of human Mcl-1 to Bid peptide; TR-FRET Mcl-1/Bid-Dy647 peptide binding, 1536-well; inhibition, % at 21.7 µM; actives 0.97% (n = 220,000); AID 1021;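 active = compounds that cut the binding signal by more than half at the single screening dose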;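 note: His-tagged Mcl-1 with europium anti-His antibody binding Bid BH3 peptide; 0% = Mcl-1 plus peptide wells and 100% = peptide-only wells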
Target sequence (Q07820 whole entry, looked up): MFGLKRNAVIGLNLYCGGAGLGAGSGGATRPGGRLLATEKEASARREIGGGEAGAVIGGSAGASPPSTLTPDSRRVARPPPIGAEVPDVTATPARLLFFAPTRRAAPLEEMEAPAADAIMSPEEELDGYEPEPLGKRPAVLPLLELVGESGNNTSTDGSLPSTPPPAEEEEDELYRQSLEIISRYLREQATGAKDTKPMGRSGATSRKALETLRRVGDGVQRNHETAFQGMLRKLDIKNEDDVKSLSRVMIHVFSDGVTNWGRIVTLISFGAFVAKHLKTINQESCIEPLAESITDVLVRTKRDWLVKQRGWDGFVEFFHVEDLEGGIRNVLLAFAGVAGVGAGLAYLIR
Cdc42 wt GTP: changes GTP binding to wildtype human Cdc42. P60953. GST-Cdc42 beads, Bodipy-GTP binding, flow cytometry; actives lie on both sides. percent activity (GTP binding), % at 10 µM. actives 0.2% (n = 190,000). AID 761;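 active = percent activity GTP binding at least 20 points away from the 100% baseline, either down as inhibitor or up as activator; inconclusive = compound flagged as likely green fluorescent from well-wide comparison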;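 note: median bead fluorescence of bound Bodipy-FL-GTP at 100 nM; 0% = excess unlabeled GTP control and 100% = no compound control; below 100% means less GTP binding so inhibitor and above means activator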
Rab7 wt GTP bind: alters GTP binding to wildtype dog Rab7 | actives 0.055% (n = 190,000) | GST-Rab7 beads, fluorescent GTP binding, flow cytometry; actives lie on both sides; untreated = 100%, excess cold GTP = 0% | GTP binding activity (percent of control), % at 10 µM;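 active = fluorescent GTP binding to Rab7 beads changed by at least 20 points from the 100% baseline, either direction, mostly lower; inconclusive = compound itself probably fluorescent, or too few beads counted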;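 note: median green fluorescence of bound Bodipy-FL-GTP per Rab7 bead population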
Bim-Mcl-1: inhibitors of Bim-Mcl-1 interaction, human. Q07820. Bead-based flow cytometry, Bim peptide-Mcl-1 binding. inhibition, % at 10 µM. actives 0.1% (n = 190,000). AID 1009; in the data active = inhibition above about 40%;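 note: 0% = no compound tracer wells and 100% = peptide blocker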
Pf gametocyte: kills late stage P. falciparum gametocytes | inhibition, % at 10.9 µM | P. falciparum stage V gametocytes, ATP luminescence, 24 h | actives 0.065% (n = 150,000);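 active = inhibition above the mean plus 3 SD of compounds within the control limits, set per campaign, cut at about 38% in these data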;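 note: 0% = DMSO wells and 100% = medium only without gametocytes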
Mcl1-Noxa inh: disrupts binding of human Mcl-1 to Noxa peptide; Q07820; TR-FRET Mcl-1/Noxa peptide binding, 2 h; inhibition, % at 21.7 µM; actives 1.5% (n = 220,000); AID 1022;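 active = compounds that cut the protein-peptide binding signal by more than 50% relative to plate controls in a single-dose test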;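 note: His-tagged Mcl-1 with rhodamine Noxa BH3 peptide and terbium anti-His antibody; 0% = Mcl-1 plus Noxa peptide wells and 100% = peptide-only wells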
Rac1 mut GTP: human Rac1 activated mutant GTP binding change | P63000 | GST-Rac1 activated beads, fluorescent GTP binding, flow cytometry; actives lie on both sides; 100% means binding = to untreated wells | percent activity (GTP binding), % at 10 µM | actives 0.11% (n = 190,000);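 active = GTP binding at least 20 percentage points away from the 100% baseline, in either direction, so actives lie on both sides; inconclusive = Compound likely fluorescent itself, or too few beads counted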
Rac1 wt modul: modulators of human Rac1 wildtype GTP binding; GTP binding activity (% of control), % at 10 µM; actives 0.27% (n = 190,000); P63000; GST-Rac1 beads, fluorescent GTP binding, flow cytometry; actives lie on both sides; 0 = cold GTP competed, 100 = untreated; AID 757;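 active = GTP binding activity at least 20 points away from the 100% control level, either lower or higher; inconclusive = compound flagged as likely green fluorescent, judged across all proteins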
HRas wt GTP: human HRas wildtype GTP binding, change in either direction; P01112; GST-Ras wt beads, Bodipy-FL-GTP binding, flow cytometry; actives lie on both sides; GTP binding activity, % at 10 µM; actives 0.14% (n = 190,000);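 active = GTP binding activity at least 20% away from the 100% baseline, either lowered as inhibitor or raised as activator; inconclusive = flagged as likely green fluorescent, judged across all proteins in the well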;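 note: 0% = unlabeled GTP competition control and 100% = no-compound control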
Target sequence (P01112 whole entry, looked up): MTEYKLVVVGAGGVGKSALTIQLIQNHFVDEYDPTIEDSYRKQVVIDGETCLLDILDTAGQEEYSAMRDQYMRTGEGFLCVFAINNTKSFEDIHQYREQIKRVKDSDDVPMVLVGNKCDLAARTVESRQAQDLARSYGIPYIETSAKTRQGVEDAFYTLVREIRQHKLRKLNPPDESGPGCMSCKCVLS
The depositor's hits bear a star; ? = inconclusive; nt = not tested or not shown.

SMILES	Rab2 wt GTP	RGS8-Gao reg	Mcl1-Bid inh	Cdc42 wt GTP	Rab7 wt GTP bind	Bim-Mcl-1	Pf gametocyte	Mcl1-Noxa inh	Rac1 mut GTP	Rac1 wt modul	HRas wt GTP
C[C@H](NC(=O)Nc1cccc(C(F)(F)F)c1)C(=O)O	95	98	-12	96	90	-5	-15	7	94	98	95
CCOC(=O)N1CCN(C(=O)CSc2nnc(COc3ccccc3)o2)CC1	102	101	-2	104	98	0	nt	19	99	105	100
O=C(NCc1ccccc1)C(c1ccccc1)N(Cc1ccc2c(c1)OCO2)C(=O)Cc1cccs1 (stereo not given)	101	103	-8	99	101	-4	nt	2	97	103	101
Cc1ccc(S(=O)(=O)N(C)C)cc1NC(=S)NC12CC3CC(CC(C3)C1)C2	94	119	-27	97	97	-9	-7	11	95	99	95
CCCC(C)C(=O)Nc1cc([N+](=O)[O-])ccc1F (stereo not given)	99	99	-14	104	107	0	3	3	102	107	104
COc1ccc(Cl)cc1NC(=O)CN1C(=O)CSC1=O	103	101	-6	106	100	0	nt	19	102	106	104
O=C(c1ccco1)N1CCN(C(=O)c2ccccc2[N+](=O)[O-])CC1	93	99	-3	92	94	0	-8	-22	92	95	94
CCN(c1ccccc1)S(=O)(=O)c1cc(C(=O)Nc2ccc(Br)cc2)ccc1F	97	103	-10	100	101	-2	12	3	96	103	99
C=CCNC(=O)/C(C#N)=C\c1cc(Cl)c(O)c(OCC)c1	95	106	-22	101	95	-3	nt	38	99	98	96
Cc1ccc(C)c(Cc2c(C)nc3c(C(=O)NCc4ccc5c(c4)OCO5)cnn3c2C)c1	96	91	-7	94	99	-1	nt	1	95	97	95
Cc1cc(/C=C2/NC(=O)NC2=O)c(C)n1C	93	100	-31	96	92	2	11	39	95	96	94
Cc1ccc(CN2C(=O)CCC2C(=O)N2CCN(c3ccc(F)cc3)CC2)cc1 (stereo not given)	97	90	-10	97	100	0	nt	12	98	94	97
Cc1ccc(C)c(NC(=O)CSc2nnc(CCCCCNC(=O)OC(C)(C)C)o2)c1	99	96	7	99	98	3	4	8	96	97	101
CN(Cc1ccccc1)C(=O)CN(c1ccc(F)cc1)S(=O)(=O)c1ccc2c(c1)OCCO2	98	101	3	100	93	-1	-1	2	99	101	99
CCCC(=O)NCCCc1nc2ccccc2n1C(C)C	100	102	-13	100	100	-4	nt	-4	100	101	105
O=C(Nc1ccccc1Cl)N1CCN(c2ccc3nnc(-c4ccccc4)n3n2)CC1	?	98	-3	?	?	4	nt	-7	?	?	?
O=C(NCc1nnc(SCc2ccc(F)cc2)n1-c1ccccc1)C12CC3CC(CC(C3)C1)C2	98	101	8	94	101	-3	nt	2	96	101	99
Cc1[nH]c(=O)[nH]c(=O)c1S(=O)(=O)N1CCCC(C(=O)NCCC2=CCCCC2)C1 (stereo not given)	97	99	3	98	97	0	nt	13	99	101	99
CCOC(=O)c1c(NC(=O)CSc2ncnc3ccccc23)sc(C(C)=O)c1C	97	86	-33	99	92	-1	-2	-3	100	104	99
Cc1ccc(N2C(=O)N(c3ccc(C)cc3)C3CS(=O)(=O)CC32)cc1 (stereo not given)	93	101	-9	92	94	0	23	15	95	102	94
CC/C(=N\NC(=O)C(N)=O)c1ccccc1O	96	96	-54	104	99	5	18	21	99	104	100
Cc1ccc(-c2cc(C(=O)N3CCOCC3)c3ccccc3n2)cc1	102	100	9	101	103	0	nt	18	100	101	101
Cc1c(/N=C/c2ccco2)n(Cc2ccccc2)c2ccccc12	105	98	-26	105	96	-6	-5	7	100	103	104
C=C(C)CC(NCCc1ccccc1)c1ccco1 (stereo not given)	99	106	-29	95	102	-3	9	24	97	96	97
O=P(c1ccccc1)(c1ccccc1)C1CCCO1 (stereo not given)	102	97	-23	99	103	-2	11	-4	99	103	101
More entries follow.
SMILES	Rab2 wt GTP	RGS8-Gao reg	Mcl1-Bid inh	Cdc42 wt GTP	Rab7 wt GTP bind	Bim-Mcl-1	Pf gametocyte	Mcl1-Noxa inh	Rac1 mut GTP	Rac1 wt modul	HRas wt GTP
COc1cccc(-c2csc(N3CCN(C(=S)Nc4ccccc4)CC3)n2)c1	101	103	-73	103	99	1	nt	-6	100	105	102
Cc1c2cnn(CC(=O)O)c(=O)c2c(C)n1Cc1ccccc1	98	99	-13	98	103	-2	nt	6	97	102	99
CC(C)Sc1nc2c(c(=O)[nH]c(=O)n2C)n1CCc1ccccc1	103	100	-11	105	102	2	-22	-7	97	109	105
O=C(CSc1nnc(Cc2ccccc2)n1Cc1ccco1)NC1CCCC1	97	101	-17	99	99	-2	14	4	97	99	100
COC(=O)c1scc(S(=O)(=O)c2ccccc2)c1N	101	100	-20	100	101	-2	-7	9	97	101	101
Cn1c(=NC(=O)CSCC(=O)N2CCCC2)sc2ccccc21	105	100	-9	111	104	0	-3	12	103	111	104
COc1cccc(C2N(c3ccccn3)C(=O)C3CCCN32)c1OC (stereo not given)	103	103	-63	108	101	-3	nt	-7	100	109	104
O=C1C=C(NCc2ccccc2)c2ccccc2C1=O	96	99	-47	96	95	-3	12	15	95	97	97
O=C(Nc1ccc(F)cc1)c1cccnc1N1CCOCC1	101	99	35	103	101	-2	nt	-4	100	105	100
Cc1nn(C)c(C)c1-c1c(C#N)c(N)nc2c1CCCCCC2	100	101	-2	97	104	-3	nt	-4	97	105	101
Cc1nn(CCC#N)c(NC(=O)c2ccc(Cl)cc2Cl)c1P(=O)(Nc1ccc([N+](=O)[O-])cc1)N1CCOCC1 (stereo not given)	99	101	-16	99	95	0	9	10	96	102	99
Cc1ccc(N=C(NO)c2nonc2N)c(C)c1	99	102	-44	99	99	-3	nt	3	100	99	99
O=C(CN(Cc1ccccc1)C(=O)CCC(=O)Nc1nccs1)NCc1ccco1	97	100	-3	100	95	-3	5	4	98	98	98
O=C(C1CC1)N1CCC(C(O)(c2ccccc2)c2ccccc2)CC1	101	103	-20	101	104	-1	7	-3	97	103	101
OC(COCc1ccccc1)CN1CCN(Cc2ccc3c(c2)OCO3)CC1 (stereo not given)	98	100	9	96	105	-1	-13	55*	99	101	98
COc1cccc(/C=N/N2CCN(c3ccncc3S(=O)(=O)N3CCCCC3)CC2)c1	100	99	-45	98	103	-4	nt	22	100	104	103
Cc1cccc(CN2CCN(Cc3cccc(-n4cccn4)c3)CC2CCO)n1 (stereo not given)	96	103	-7	101	94	-3	-5	7	97	100	96
CC1=C(C(=O)N2CCCC(C(=O)c3cccc4ccccc34)C2)OCCO1 (stereo not given)	99	98	-20	101	104	-5	6	11	98	100	99
CC(=O)c1cccc(NC(=S)NC(=O)C(C)C)c1	102	102	-74	104	104	-1	nt	-7	97	96	99
Cc1ccc(-c2nc3c(c(=O)c4ccccc4n3C)c(=O)n2-c2ccccc2)cc1	98	102	10	101	96	-3	8	4	98	104	99
CCOc1ccc(-n2nnnc2SCC(=O)NNC(=O)c2ccco2)cc1	99	104	0	97	100	1	-23	-10	97	98	98
FC(F)(F)c1ccc(C2NCCc3sccc32)cc1 (stereo not given)	97	102	-12	97	103	-3	4	9	96	97	100
Cc1ccc(/C=N/n2cnnc2)s1	92	97	-1	93	94	1	-16	7	90	91	93
CCCCCNc1nc2ccccc2nc1NS(=O)(=O)c1cccs1	98	103	31	99	99	3	nt	5	94	103	97
CCOc1ccccc1-c1cc(-c2ccccc2)nc2c1c(=O)n(C)c(=O)n2C	97	102	-7	98	97	-3	-8	-7	96	98	98
Carrying on:
SMILES	Rab2 wt GTP	RGS8-Gao reg	Mcl1-Bid inh	Cdc42 wt GTP	Rab7 wt GTP bind	Bim-Mcl-1	Pf gametocyte	Mcl1-Noxa inh	Rac1 mut GTP	Rac1 wt modul	HRas wt GTP
COc1ccc(NC2c3ccccc3C(=O)N2Cc2ccco2)cc1OC (stereo not given)	101	95	-35	103	104	-4	nt	9	100	105	103
CC1CCN(S(=O)(=O)c2ccc(C(=O)NCc3ccco3)cc2)CC1	94	100	-8	94	102	2	8	3	96	99	97
CCOC(=O)c1c(/N=C/C2C(=O)CC(C)(C)CC2=O)sc2c1CCCC2	92	99	-31	92	88	-1	-5	-4	94	96	93
C=CCN(CC=C)CC(=O)Nc1ccc(S(N)(=O)=O)cc1	102	101	-17	101	101	-3	10	-31	97	104	103
Cc1ccc(N(CC(=O)NCc2cccs2)S(=O)(=O)c2cccs2)cc1	97	102	-12	97	100	-3	-19	15	97	99	99
O=C(OCc1ccc(Cl)c(Cl)c1)c1ccccn1	101	100	-11	101	101	0	14	10	103	104	102
COc1ccc(/C=N/NC(=O)c2nc(-c3ccccc3)cc(-c3ccccc3)n2)cc1OC	99	100	-9	99	98	-3	nt	-15	98	102	100
COCCCNC(=O)C1CCN(C(=O)Nc2ccc(Cl)cc2)CC1	96	99	-7	101	99	-6	3	22	100	104	99
Cc1cc(C(=O)Nc2nnc(C3CCCCC3)s2)cs1	99	100	20	103	97	0	-28	19	98	99	102
Cc1cc2cc(CN(Cc3cccs3)C(=S)NCc3ccco3)c(=O)[nH]c2cc1C	98	96	-72	98	100	1	-1	-1	97	102	98
O=C(O)Cc1ccc2sc(-c3ccccc3)nc2c1	96	91	-11	90	93	-2	15	18	93	93	96
Cn1c(=O)c2c(SCC(=O)Nc3ccc4c(c3)OCCO4)nc(CC(C)(C)C)nc2n(C)c1=O	100	100	-19	96	95	2	nt	1	97	99	100
Fc1cc(Br)ccc1NC(=S)Nc1cccnc1	104	100	-39	102	104	-1	nt	10	99	100	100
Cc1cc(Br)ccc1NC(=O)CN1C(=O)CCC1=O	97	98	-47	98	100	3	18	5	97	97	101
CC(=O)N/C(=C\c1ccccc1Cl)C(=O)O	100	101	9	106	98	-1	1	13	102	108	103
CCOC(=O)c1cc2sc(C)cc2n1CC(=O)N(CC)CC	97	103	-27	97	98	-1	nt	3	96	98	98
Cc1ccc(CCNC(=O)CN(C)S(=O)(=O)c2cnc[nH]2)cc1	?	101	-58	?	?	-9	9	0	?	?	?
COc1ccc(Cc2noc(CN3CCCC(OCc4ccccn4)C3)n2)cc1OC (stereo not given)	100	100	-17	96	102	0	-9	11	94	100	99
CCN(CC)S(=O)(=O)c1ccc2c(c1)N(CC(=O)Nc1cccnc1Cl)C(=O)CO2	97	104	-2	94	106	0	nt	-11	100	99	98
